Source: PubChem
Keap1-Nrf2 PPI – disrupts human Keap1 binding to Nrf2 peptide; Q14145; Keap1 Kelch-Nrf2 peptide fluorescence polarization, 1536-well; inhibition, % at 9.4 µM; hit rate 0.15% among 340,000; in the data active = inhibition above about 12%;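 note: human Keap1 Kelch domain with fluorescein labeled Nrf2 9mer peptide probe; 0% = neutral control wells and 100% = peptide positive control; higher means more block of Keap1 binding to Nrf2 peptide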
Target sequence (Q14145 whole entry, looked up, the tested form may be a part): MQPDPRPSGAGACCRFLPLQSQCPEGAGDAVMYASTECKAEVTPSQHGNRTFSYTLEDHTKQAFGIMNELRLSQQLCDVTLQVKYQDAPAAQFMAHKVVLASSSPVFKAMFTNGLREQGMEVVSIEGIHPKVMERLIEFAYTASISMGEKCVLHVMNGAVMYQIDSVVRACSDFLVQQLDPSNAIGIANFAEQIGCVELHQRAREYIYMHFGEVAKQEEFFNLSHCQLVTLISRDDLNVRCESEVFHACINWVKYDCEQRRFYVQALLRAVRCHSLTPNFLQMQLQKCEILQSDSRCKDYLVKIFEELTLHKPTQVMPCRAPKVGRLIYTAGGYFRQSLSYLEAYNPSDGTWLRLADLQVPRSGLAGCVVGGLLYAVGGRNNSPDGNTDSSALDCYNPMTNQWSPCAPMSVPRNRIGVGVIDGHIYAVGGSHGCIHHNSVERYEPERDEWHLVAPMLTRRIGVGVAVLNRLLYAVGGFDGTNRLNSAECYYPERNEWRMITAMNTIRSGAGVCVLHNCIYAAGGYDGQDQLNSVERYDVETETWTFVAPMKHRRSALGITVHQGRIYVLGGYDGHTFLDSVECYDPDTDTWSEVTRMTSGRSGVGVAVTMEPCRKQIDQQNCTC
dFosB act – activators of mouse delta FosB homodimer; activation, % at 25 µM; hit rate 0.99% among 340,000; AID 493131; purified delta FosB, TAMRA-CDK5 oligo fluorescence polarization; percent of positive-control signal above neutral wells; P13346;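 active = mean activation above about 17%, with every replicate also reaching it, limit read from the data, passing the limit was not always enough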;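 note: fluorescence polarization rise as delta FosB binds a TAMRA Cdk5 AP-1 oligo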
PvdQ inh – P. aeruginosa PvdQ acylase inhibition | purified PvdQ acylase, fluorescence plate reader | inhibition, % at 10 µM | hit rate 0.063% among 340,000; in the data active = inhibition above about 30%, passing the limit was not always enough;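 note: 0% = vehicle neutral wells and 100% = reference inhibitor wells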
RTF Ca sens inh – cardiac RTF calcium desensitization; IANBD-labeled cardiac RTF, Ca2+ fluorescence; inhibition, % at 7.15 µM; hit rate 0.12% among 340,000; P19429+P45379;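 active = inhibition above the mean inhibition of all tested compounds plus 3 SD, cut at about 17% in these data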;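 note: assay run at fixed EC70 calcium of 1.6 mM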
PfHsp90 set2 – reduces growth (ATP signal) of yeast expressing P. falciparum Hsp90 | S. cerevisiae expressing PfHsp90, BacTiter-Glo ATP, 48 h; yeast lacking PDR1 and PDR3 efflux regulators | inhibition, % at 9.4 µM | hit rate 0.32% among 310,000 | AID 504621;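 active = every replicate shows inhibition above about 80%, whatever the replicate mean, limit read from the data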;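 note: 0% = DMSO neutral controls and 100% = 20 µM radicicol positive controls; yeast relying on Plasmodium falciparum Hsp90 in place of its own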
LANA DNA inh – blocks KSHV LANA C-terminal domain binding to DNA; hit rate 0.078% among 340,000; AID 504423; MBP-C-LANA/FAM-LBS DNA binding, fluorescence polarization; inhibition, % at 9 µM;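 active = highest replicate inhibition at or above 60% at 9 µM, even if other replicates fall short; inactive = all replicates below 60% inhibition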;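 note: 0% = neutral control wells and 100% = 4 µM acridine orange control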
Rtt109 HAT inh – inhibitors of Candida albicans Rtt109/Vps75 histone acetyltransferase | Q5AAJ8 | purified Rtt109/Vps75, ThioGlo CoA-SH fluorescence, 4 h | inhibition, % at 34.9 µM | hit rate 0.16% among 330,000 | AID 540336;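 active = inhibition of at least 50% in every replicate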
Target sequence (Q5AAJ8 whole entry, looked up): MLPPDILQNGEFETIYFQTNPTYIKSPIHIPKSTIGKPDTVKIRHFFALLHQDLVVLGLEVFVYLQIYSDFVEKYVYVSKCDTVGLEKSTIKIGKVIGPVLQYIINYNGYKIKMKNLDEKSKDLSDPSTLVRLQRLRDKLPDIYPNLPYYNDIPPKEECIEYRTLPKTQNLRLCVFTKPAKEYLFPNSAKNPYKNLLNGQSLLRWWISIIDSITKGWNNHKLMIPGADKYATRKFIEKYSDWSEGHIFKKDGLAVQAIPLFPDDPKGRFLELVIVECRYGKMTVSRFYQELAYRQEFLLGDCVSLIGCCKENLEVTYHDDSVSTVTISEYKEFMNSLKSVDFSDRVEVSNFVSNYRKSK
cardiac RTF act – cardiac RTF calcium sensitization. hit rate 0.24% among 340,000. activation, % at 7.2 µM. IANBD-labeled TnC RTF fluorescence at EC20 calcium; 0% EC20 calcium, 100% full calcium. P19429+P45379;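 active = activation above the mean over all tested compounds plus 3 SD, cut at about 30% in these data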;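 note: rise in fluorescence read as greater calcium sensitivity of cardiac thin filaments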
CDK5 p35 inh – blocks human CDK5/p35 kinase activity; inhibition, % at 10 µM; Recombinant CDK5/p35, ADP-Glo luminescence, 60 min; AID 488839; hit rate 0.01% among 330,000; Q00535+Q15078;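 active = highest replicate inhibition of at least 50% and at least 75% of replicates reaching 50%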;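 note: plate controls were DMSO neutral control for no effect and GW8510 at 10 µM for full effect; many of its hits are not listed in these tables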
SUMO Mot1 rescue – inhibitors of SUMOylation pathway: yeast Mot1-301 growth rescue | S. cerevisiae Mot1-301 growth rescue, ATP luminescence, 38.5C; percent above DMSO median, 100 means doubled | growth rescue, % at 18.8 µM | hit rate 1% among 320,000 | AID 2716;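 active = every valid replicate shows activation above 250% relative to neutral control wells; inactive = the rest, any valid replicate at or below 250%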;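 note: OY570 slx delta 5 strain wells were the positive control but not used for scaling; some compounds called inactive have numbers as strong as hits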
NSD2 inh – NSD2 (human) methyltransferase inhibition; hit rate 0.54% among 310,000; inhibition, % at 12.5 µM; AID 743445; NSD2 peptide methylation, AlphaScreen, 120 min; O96028; in the data active = inhibition above about 50%
Active calls of the source: *.

For COC(=O)c1cccc(NC(=O)CSc2nnc(C)n2C)c1 the results were Keap1-Nrf2 PPI -7, dFosB act -4, PvdQ inh -15, RTF Ca sens inh -8, PfHsp90 set2 27, LANA DNA inh 0.6, Rtt109 HAT inh -1, cardiac RTF act 1, CDK5 p35 inh -0.4, SUMO Mot1 rescue -14 and NSD2 inh 42.
`O=C(c1ccccc1)c1ccccc1NC(=O)C1CCCN1Cc1ccccc1` (centres undefined) gave Keap1-Nrf2 PPI -6, dFosB act -4, PvdQ inh -11, RTF Ca sens inh -2, PfHsp90 set2 28, LANA DNA inh 3.4, Rtt109 HAT inh 3, cardiac RTF act 10, CDK5 p35 inh 1.6 and SUMO Mot1 rescue -16.
`CCOc1ccc(CN(C)C(=O)c2ccc(NS(=O)(=O)c3ccc4[nH]c(=O)[nH]c4c3)cc2)cc1` gave Keap1-Nrf2 PPI -3, dFosB act -23, PvdQ inh -13, RTF Ca sens inh -17, PfHsp90 set2 19, LANA DNA inh -0.4, Rtt109 HAT inh 1, cardiac RTF act 5, CDK5 p35 inh 1.9, SUMO Mot1 rescue -6 and NSD2 inh 4.
COc1ccccc1NC(=S)N1CCN(C(=O)c2ccco2)CC1 was read as Keap1-Nrf2 PPI -3, dFosB act 2, PvdQ inh -14, RTF Ca sens inh -1, PfHsp90 set2 -33, LANA DNA inh -0.9, Rtt109 HAT inh -24, cardiac RTF act 1, CDK5 p35 inh -1.9, SUMO Mot1 rescue 9 and NSD2 inh -1.
Screening CCOC(=O)C1CCCN(C(=O)c2cncc(Br)c2)C1 (centres undefined) returned Keap1-Nrf2 PPI -2, dFosB act 3, PvdQ inh -19, RTF Ca sens inh 1, PfHsp90 set2 -6, LANA DNA inh -0.7, Rtt109 HAT inh -4, cardiac RTF act 7, CDK5 p35 inh -1.2, SUMO Mot1 rescue -1 and NSD2 inh -1.
COC(=O)CCn1[nH]c(=O)c2ccccc2c1=O was read as Keap1-Nrf2 PPI 2, dFosB act 4, PvdQ inh -3, RTF Ca sens inh 3, PfHsp90 set2 -19, LANA DNA inh -2.9, Rtt109 HAT inh 13, cardiac RTF act -4, CDK5 p35 inh -0.7, SUMO Mot1 rescue 5 and NSD2 inh 0.
For O=C(Nc1ccc2oc(=O)ccc2c1)c1ccc2ccccc2c1 the results were Keap1-Nrf2 PPI 0, dFosB act -7, PvdQ inh -2, RTF Ca sens inh -15, PfHsp90 set2 -25, LANA DNA inh 1.2, Rtt109 HAT inh -13, cardiac RTF act -2, CDK5 p35 inh -0.1, SUMO Mot1 rescue -4 and NSD2 inh -4.
For COC(=O)C1CCN(C(=O)c2ccc(Cl)c(S(=O)(=O)NCc3ccco3)c2)CC1 the results were Keap1-Nrf2 PPI -8, dFosB act 1, PvdQ inh -1, RTF Ca sens inh -3, PfHsp90 set2 -4, LANA DNA inh -0.2, Rtt109 HAT inh -1, cardiac RTF act 5, CDK5 p35 inh -6.7, SUMO Mot1 rescue 8 and NSD2 inh 3.
Screening CCOC(=O)C1=C(COC(=O)[C@@H]2CCCN2S(=O)(=O)c2ccc(C)cc2)NC(=O)NC1C (some centres undefined) returned Keap1-Nrf2 PPI -5, dFosB act -8, PvdQ inh -10, RTF Ca sens inh -4, PfHsp90 set2 2, LANA DNA inh 3.2, Rtt109 HAT inh -1, cardiac RTF act 2, CDK5 p35 inh -0.9, SUMO Mot1 rescue -28 and NSD2 inh 0.
For Cc1cccc(NC(=S)N(CCN2CCOCC2)Cc2cc3cc4c(cc3[nH]c2=O)OCCO4)c1 the results were Keap1-Nrf2 PPI -1, dFosB act -13, PvdQ inh -11, RTF Ca sens inh -3, PfHsp90 set2 36, LANA DNA inh -2.1, Rtt109 HAT inh 4, cardiac RTF act 7, CDK5 p35 inh -1.8 and NSD2 inh 2.
For CCC(=O)NC(c1ccco1)c1cc(Cl)c2ccccc2c1O (centres undefined) the results were Keap1-Nrf2 PPI -3, dFosB act -1, PvdQ inh -14, RTF Ca sens inh 13, PfHsp90 set2 -17, LANA DNA inh -1.9, Rtt109 HAT inh -15, cardiac RTF act 7, CDK5 p35 inh -4.3 and SUMO Mot1 rescue -14.
Cc1ccc(-c2onc3ccc(C4(C)OCCO4)cc23)cc1 was read as Keap1-Nrf2 PPI -3, dFosB act -10, PvdQ inh -11, RTF Ca sens inh 7, PfHsp90 set2 -11, LANA DNA inh -0.5, Rtt109 HAT inh -2, cardiac RTF act 2, CDK5 p35 inh 0.1, SUMO Mot1 rescue 5 and NSD2 inh 22.

Sorted by heavy-atom count (lowest first): part of the list above.
COC(=O)CCn1[nH]c(=O)c2ccccc2c1=O was read as Keap1-Nrf2 PPI 2, dFosB act 4, PvdQ inh -3, RTF Ca sens inh 3, PfHsp90 set2 -19, LANA DNA inh -2.9, Rtt109 HAT inh 13, cardiac RTF act -4, CDK5 p35 inh -0.7, SUMO Mot1 rescue 5 and NSD2 inh 0.
Cc1ccc(-c2onc3ccc(C4(C)OCCO4)cc23)cc1 was read as Keap1-Nrf2 PPI -3, dFosB act -10, PvdQ inh -11, RTF Ca sens inh 7, PfHsp90 set2 -11, LANA DNA inh -0.5, Rtt109 HAT inh -2, cardiac RTF act 2, CDK5 p35 inh 0.1, SUMO Mot1 rescue 5 and NSD2 inh 22.
COc1ccccc1NC(=S)N1CCN(C(=O)c2ccco2)CC1 was read as Keap1-Nrf2 PPI -3, dFosB act 2, PvdQ inh -14, RTF Ca sens inh -1, PfHsp90 set2 -33, LANA DNA inh -0.9, Rtt109 HAT inh -24, cardiac RTF act 1, CDK5 p35 inh -1.9, SUMO Mot1 rescue 9 and NSD2 inh -1.

(more compounds)
COc1cccc(-n2nnc3c(=O)n(CC(=O)Nc4ccccc4C)cnc32)c1 was read as Keap1-Nrf2 PPI -4, dFosB act 1, PvdQ inh -13, RTF Ca sens inh -2, PfHsp90 set2 -71, LANA DNA inh 1.3, Rtt109 HAT inh -1, cardiac RTF act 12, CDK5 p35 inh 1.6 and SUMO Mot1 rescue 220.
Brc1ccc(NCc2cccc3ccccc23)nc1 was read as Keap1-Nrf2 PPI 0, dFosB act 9, PvdQ inh 5, RTF Ca sens inh 2, LANA DNA inh -0.2, cardiac RTF act -4, CDK5 p35 inh -1.1, SUMO Mot1 rescue 57 and NSD2 inh -1.
O=C(CSc1nc(-c2ccccc2)c(-c2ccccc2)[nH]1)NCc1ccco1 was read as Keap1-Nrf2 PPI -4, dFosB act -19, PvdQ inh -6, RTF Ca sens inh 0, LANA DNA inh 1.0, Rtt109 HAT inh -8, cardiac RTF act 6, CDK5 p35 inh -1.8, SUMO Mot1 rescue -10 and NSD2 inh 2.
For CS(=O)(=O)N(Cc1ccccc1)c1ccc(C(=O)N2CCN(c3cccc(Cl)c3)CC2)cc1 the results were Keap1-Nrf2 PPI -2, dFosB act -17, PvdQ inh -18, RTF Ca sens inh -11, PfHsp90 set2 -9, LANA DNA inh -0.2, Rtt109 HAT inh -33, cardiac RTF act 6, CDK5 p35 inh -0.4, SUMO Mot1 rescue -18 and NSD2 inh -2.
`CCOC(=O)c1coc(CNC(=O)c2c(C)oc3c2CCCC3)c1` gave Keap1-Nrf2 PPI -3, dFosB act -1, PvdQ inh 2, RTF Ca sens inh -2, PfHsp90 set2 -3, LANA DNA inh 1.0, Rtt109 HAT inh 3, cardiac RTF act -5, CDK5 p35 inh -0.6, SUMO Mot1 rescue -7 and NSD2 inh 2.
For COc1ccc(S(=O)(=O)N2CCCCC2)cc1NC(=O)c1ccc(N2CCCC2=O)cc1 the results were Keap1-Nrf2 PPI -1, dFosB act -13, PvdQ inh -6, RTF Ca sens inh -2, PfHsp90 set2 3, LANA DNA inh -2.2, Rtt109 HAT inh 11, cardiac RTF act 1, CDK5 p35 inh 0.7, SUMO Mot1 rescue -3 and NSD2 inh -4.
COc1ccc(CN2CCN(Cc3ccc4ccccc4c3)CC2)cc1OC was read as Keap1-Nrf2 PPI 0, dFosB act -3, PvdQ inh 15, RTF Ca sens inh 2, PfHsp90 set2 12, LANA DNA inh -2.0, Rtt109 HAT inh 3, cardiac RTF act -1, CDK5 p35 inh 0.8, SUMO Mot1 rescue -4 and NSD2 inh 9.
Screening CCN1C(C#N)=C(C#N)N=C(C)CC1(C)C returned Keap1-Nrf2 PPI -3, dFosB act 0, PvdQ inh -14, RTF Ca sens inh 1, PfHsp90 set2 -1, LANA DNA inh 1.1, Rtt109 HAT inh 3, cardiac RTF act 1, CDK5 p35 inh -3.3, SUMO Mot1 rescue 180 and NSD2 inh -4.
COc1ccc(CCNC(=O)CNS(=O)(=O)c2ccc(Br)s2)cc1OC was read as Keap1-Nrf2 PPI 2, dFosB act -1, PvdQ inh 1, RTF Ca sens inh -9, PfHsp90 set2 13, LANA DNA inh 1.6, Rtt109 HAT inh -2, cardiac RTF act 1, CDK5 p35 inh -1.9, SUMO Mot1 rescue 11 and NSD2 inh -2.
C=C(C)C1Cc2cc3ccc(=O)oc3cc2O1 (centres undefined) was read as Keap1-Nrf2 PPI -4, dFosB act 0, PvdQ inh -14, RTF Ca sens inh -10, PfHsp90 set2 -12, LANA DNA inh -0.5, Rtt109 HAT inh -1, cardiac RTF act -2, CDK5 p35 inh 0.2, SUMO Mot1 rescue 13 and NSD2 inh -4.
`Cc1ccc(S(=O)(=O)N2CCCCC2)cc1NC(=O)Cn1cnc2c1c(=O)n(C)c(=O)n2C` gave Keap1-Nrf2 PPI -2, dFosB act -1, PvdQ inh -8, RTF Ca sens inh 4, LANA DNA inh -0.6, Rtt109 HAT inh 5, cardiac RTF act 1, CDK5 p35 inh 2.6 and NSD2 inh -2.
CCCC(=O)N1CCCC(C(=O)c2cccc(OC(C)C)c2)C1 (centres undefined) was read as Keap1-Nrf2 PPI -4, dFosB act -2, PvdQ inh -5, RTF Ca sens inh -8, PfHsp90 set2 15, LANA DNA inh 1.6, Rtt109 HAT inh 0, cardiac RTF act 10, CDK5 p35 inh 0.3, SUMO Mot1 rescue -11 and NSD2 inh -3.
Screening O=C(O)CCNc1nc(-c2ccccc2)nc2ccccc12 returned Keap1-Nrf2 PPI -2, dFosB act -3, PvdQ inh -15, RTF Ca sens inh -6, PfHsp90 set2 -2, LANA DNA inh 0.8, Rtt109 HAT inh -5, cardiac RTF act -5, CDK5 p35 inh -1.9, SUMO Mot1 rescue -2 and NSD2 inh 0.
`CCCCc1ccc(S(=O)(=O)Nc2nnc(C)s2)cc1` gave Keap1-Nrf2 PPI -4, dFosB act 2, PvdQ inh -7, RTF Ca sens inh 0, PfHsp90 set2 9, LANA DNA inh 0.5, Rtt109 HAT inh -8, cardiac RTF act -3, CDK5 p35 inh -2.7, SUMO Mot1 rescue -1 and NSD2 inh -3.
`O=C(Cc1ccc(F)cc1)Nc1cccc(-c2cn3c(n2)SCC3)c1` gave Keap1-Nrf2 PPI -1, dFosB act -13, PvdQ inh -11, RTF Ca sens inh -3, PfHsp90 set2 10, LANA DNA inh -0.2, Rtt109 HAT inh 3, cardiac RTF act 7, CDK5 p35 inh 0.1, SUMO Mot1 rescue 16 and NSD2 inh 4.
